NR2E3 ag-1 = inhibitors of NR2E3-RetCOR corepressor binding, primary screen, NR2E3 agonist project, biochemical, TR-FRET, GST-NR2E3, biotin-RetCOR; Photoreceptor-specific nuclear receptor (Homo sapiens), Q9Y5X4; 1536-well; inhibition of corepressor binding, % at 4.78 µM; hit rate 0.12% among 320,000; AID 2300, 2010;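 active means percent inhibition above the cutoff of mean plus 3 SD of all tested compounds, set per screening campaign, cut at about 20% in these data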;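 further: 0% = DMSO wells and 100% = biotin wells as full block of FRET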
Target sequence (Q9Y5X4 whole entry, looked up): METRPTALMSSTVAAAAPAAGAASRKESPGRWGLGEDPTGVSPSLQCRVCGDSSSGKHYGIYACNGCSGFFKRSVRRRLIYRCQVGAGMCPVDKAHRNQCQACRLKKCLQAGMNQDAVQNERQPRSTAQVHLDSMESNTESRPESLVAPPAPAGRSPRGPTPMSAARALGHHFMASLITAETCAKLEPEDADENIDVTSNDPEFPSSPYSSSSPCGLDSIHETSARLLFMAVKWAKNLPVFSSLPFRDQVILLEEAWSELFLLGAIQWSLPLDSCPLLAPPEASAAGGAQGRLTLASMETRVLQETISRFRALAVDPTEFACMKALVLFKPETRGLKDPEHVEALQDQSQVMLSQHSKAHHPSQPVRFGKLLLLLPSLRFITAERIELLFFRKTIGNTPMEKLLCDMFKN
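System: GST-tagged NR2E3 plus biotinylated RetCOR corepressor; Amount: 1.35 nM GST-tagged NR2E3 final; Dosing: single nominal compound dose of 4.8 µM; Schedule: 5 h incubation at 4 °C; Technique: TR-FRET with europium anti-GST and streptavidin-D2, 340 nm excitation; Controls: biotin wells as high control, 0.6% DMSO wells as low control.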
HIF-2a inh = HIF-2a reporter inhibitors, primary screen, luminescence, 786-0 RCC cells | inhibition, % at 18.8 µM | 786-0 RCC cells HIF-2a reporter, luciferase luminescence, overnight | hit rate 0.72% among 360,000;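 active means inhibition of the luminescence signal of 40% or more relative to plate controls, in a single-dose primary screen at 18.75 µM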
TWEAK Fn14 block = inhibitors of TWEAK-Fn14 signaling, primary screen, luciferase reporter cells, uHTS; inhibition, % at 10 µM; TWEAK-stimulated Fn14 reporter cells, luciferase luminescence, 8 h; hit rate 2% among 360,000; in the data active means inhibition above about 50%
CF NFkB block = inhibitors of PAF-induced NF-kB signaling, primary screen, cell-based, GFP fluorescence, uHTS; hit rate 0.86% among 360,000; KKLEB NF-kB-GFP reporter, GFP fluorescence overnight; inhibition, % at 5 µM; AID 588850, 2011;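 active means at least 50% inhibition at 5 µM, scaled per plate between neutral and stimulator controls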;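 further: PAF is a Pseudomonas aeruginosa culture filtrate used as stimulus; plate controls were PAF-stimulated DMSO wells for no effect and unstimulated DMSO wells for full effect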
Shn3 3UTR inh = reduction of Shn3 3'UTR firefly luciferase signal, primary screen, Schnurri-3 inhibitor project, cell-based, Clone20 osteoblasts, set 2; Clone20 osteoblast Shn3 3'UTR firefly luciferase, 24 h; inhibition, % at 12.5 µM; hit rate 0.52% among 360,000;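 active means mean inhibition of at least 75% with every replicate also reaching 75%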;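 further: 0% = median of neutral control wells and 100% = pilot-screen positive control compound; some compounds past the cut are filed as inactive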
MITF TRPM1 inh = inhibitors of MITF-dependent TRPM1 promoter reporter, primary screen, cell-based, SK-MEL-5, single point, luciferase | SK-MEL-5 TRPM1 promoter luciferase, 24 h | inhibition, % at 12.5 µM | hit rate 0.83% among 330,000 | AID 488899, 2010;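 active means mean inhibition across replicates of 60% or more, whatever share of single replicates reaches that level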; further: values of inactives mirror those of a sister screen read the other way
hiPSC survival = enhancers of single-cell hiPSC survival, primary screen, ATPlite luminescence; hit rate 0.044% among 360,000; AID 602274, 2012; 100% = ROCK inhibitor wells, 0% = DMSO; survival enhancement, % at 20 µM; in the data active means survival enhancement above about 18%;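 further: cells exposed to compounds for 16 hours before the ATP read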
Peg3 promoter = Peg3 promoter-driven luciferase inhibitors, primary screen, cell-based, HeLa, luciferase luminescence; HeLa PEG-Prom luciferase reporter, overnight; inhibition, % at 20 µM; hit rate 1.7% among 360,000;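 active means inhibition of at least 50% at 20 µM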
KKLEB cytotox = cytotoxicity in KKLEB CF airway cells, primary screen, cytotoxicity control for CF NF-kB inhibitor project, cell-based, uHTS, fluorescence assay plates; activity change (cytotoxicity), % at 5 µM; hit rate 0.36% among 360,000; KKLEB CF airway cells viability, ATPlite luminescence, overnight; stronger effect = lower value; cells stimulated with P. aeruginosa culture filtrate;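 active means corrected activity change at or below -50% at 5 µM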
aDG glyco act = activators of alpha-DG glycosylation, primary screen, uHTS, Pro5-aDG cells, AlphaScreen. activation, % at 10 µM. alpha-DG glycosylation AlphaScreen (IIH6); 0% Pro5, 100% B10-LARGE cell signal. hit rate 0.22% among 360,000;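 active means activation of at least 8% versus controls, or a plate z-score of at least 8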;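 further: Pro5 are CHO cells carrying HIG-tagged alpha-DG that lacks glycosylation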
NR2E3 ag-2 = NR2E3 agonists in two-hybrid cells, primary screen, cell-based, luminescence, CHO-S, Gal4-NCOR/VP16-NR2E3 | Photoreceptor-specific nuclear receptor (Homo sapiens), Q9Y5X4 | luciferase | inhibition of corepressor binding, % at 3.98 µM | hit rate 0.35% among 360,000 | AID 602229, 2012;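 active means inhibition above the mean of all tested compounds plus 3 SD, cut at about 70% in these data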;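 further: 0% = DMSO with NR2E3 transfected cells and 100% = cells lacking NR2E3 construct; higher means lower luciferase signal from less NR2E3 corepressor binding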
* hit, by the source's call; . = not tested or not shown. An unsorted share of the library; overall some 4.4% were active at least once.

compound,NR2E3 ag-1,HIF-2a inh,TWEAK Fn14 block,CF NFkB block,Shn3 3UTR inh,MITF TRPM1 inh,hiPSC survival,Peg3 promoter,KKLEB cytotox,aDG glyco act,NR2E3 ag-2
CC(CC(=O)Nc1ccc2c(c1)c(=O)n(C)n2-c1cccs1)c1ccccc1 (stereo not drawn),.,-10,6,18,-20,.,-3.6,12,-2,0.5,-24
CCOc1cc(Cl)c(NC(C)=O)cc1OCC,1,14,-2,10,-9,15,0.5,17,-14,-0.1,-5
CN(CCOc1ccccc1)C(=O)c1cc([N+](=O)[O-])cc([N+](=O)[O-])c1,0,4,11,-11,-21,3,0.1,11,1,1.4,-16
CN(C(=O)c1c(Cl)nc2sccn12)C1CCCCC1,3,-4,0,-8,3,5,0.1,4,11,-0.1,6
Cc1ccc(N2CCN(Cc3ccccc3)CC2=O)c(C)c1,-1,1,-3,-28,10,-6,1.0,-4,0,0.1,-24
CC(=O)Oc1ccc(C(=O)Cc2ccccn2)c(O)c1,0,4,1,-1,18,5,2.1,1,-1,-0.3,-5
Cc1nc2ccc(Oc3ccccc3)cc2s1,0,-120,-6,13,-1,-17,-0.3,-70,-5,0.0,15
CCS(=O)c1ccccc1C(=O)OCC(=O)N1CCC(c2ccccc2)=N1 (stereo not drawn),.,-16,-14,-20,7,3,-0.3,-19,-3,-0.4,-39
CCNC(=O)C1(C)CCN(C(=O)c2c(F)ccc(C)c2F)C1 (stereo not drawn),.,10,8,9,-1,.,-1.5,9,0,-0.3,6
C#CCOCCOCCOCCNc1nc(N2CCN(C(=O)[C@H](C(C)C)n3cc(CCO)nn3)CC2)nc(N2CCN(C(=O)[C@H]([C@@H](C)CC)n3cc(CCCN=C(N)N)nn3)CC2)n1,2,-30,-14,-12,-18,-5,0.1,-66,-9,-0.2,-2
COc1ccc(OC)c(C(=O)c2ccc(C(=O)O)cc2)c1,2,7,-9,-8,-10,6,-2.5,5,-3,-0.2,7
Cc1cccc(C)c1-n1nnnc1C(c1ccnc2ccccc12)N(C)Cc1ccc(Cl)c(Cl)c1 (stereo not drawn),.,1,8,.,.,.,0.3,.,.,-0.3,-2
COC(=O)c1sc(NC(=O)C2CCCCC2C(=O)O)c(C(=O)OC)c1C (stereo not drawn),17,15,15,-10,7,6,-0.3,17,0,-0.1,-15
CCSc1nc2c(cnn2-c2ccc(C)cc2)c(=O)[nH]1,-7,8,9,12,0,9,3.6,2,16,0.3,-17
O=C(CCNS(=O)(=O)c1ccc2c(c1)CCC(=O)N2)Nc1ccc2c(c1)OCCO2,-1,18,68*,8,23,11,-1.6,-38,-1,-0.2,2
COc1ccc2nc(NC(=O)c3ccccc3O)sc2c1,5,-296,35,2,-55,-93,-0.5,-218,-28,0.1,-117
CCC(C)[C@H](NC(=O)N1CCCCCC1)C(=O)O (stereo partly drawn),-1,8,1,11,-5,-3,-0.2,-9,-2,0.2,-3
COc1cc([N+](=O)[O-])ccc1NC(=O)COC(=O)c1c[nH]c(=O)[nH]c1=O,.,-4,5,12,3,9,-1.6,-2,-7,0.0,-15
COc1ccc(S(=O)(=O)Nc2ncccn2)cc1,-3,9,-15,7,3,6,-0.8,4,-9,-0.3,-10
O=C(Cn1cc(C(F)(F)F)ccc1=O)Nc1cc(S(=O)(=O)N2CCOCC2)ccc1Cl,-1,12,1,-10,-11,2,0.7,-2,1,-0.1,-3
CC(C)c1nc(CNC(=O)CCc2nnc(-c3ccsc3)o2)cs1,-1,-34,8,3,-15,2,1.6,-17,-18,-0.1,-3
Cc1ccc(S(=O)(=O)NC(C)C(=O)NC2CC2)cc1 (stereo not drawn),.,3,2,-4,-2,4,0.1,0,-1,-0.3,18
Cc1cccc(C)c1NC(=O)C(=O)NCc1ccccn1,3,0,3,-2,-3,-2,-1.6,-8,5,-0.2,-14
O=C1C=C(NC2=CC3OC(c4ccccc4)OCC3OC2=O)CCC1 (stereo not drawn),3,25,71*,71*,20,65*,0.5,44,-11,0.3,-23
COC(=O)C1(Cc2cc(-c3cccnc3)no2)CCN(C(=O)OC(C)(C)C)CC1,-3,-20,-37,-3,-4,-9,-1.6,0,0,0.3,-39
CC(O)CNc1nc2c(c(=O)n(Cc3ccc(Cl)c(Cl)c3)c(=O)n2C)n1C (stereo not drawn),2,26,1,-6,7,4,-1.0,37,-7,-0.1,14
Cc1ccc(-n2nnnc2SCC(N)=O)c(C)c1,2,10,1,-9,-6,-9,-1.8,9,9,0.0,-3
COc1cccc(C2C(C(=O)c3cc4ccccc4o3)=C(O)C(=O)N2CCN(C)C)c1OC (stereo not drawn),18,-4,-6,7,-5,3,1.6,-7,-24,-0.1,6
CC(=O)c1cccc(N2C(=NC(=O)C(C)C)SC3CS(=O)(=O)CC32)c1 (stereo not drawn),4,7,-9,-4,1,4,1.3,-6,-4,-0.1,-10
CCOC(=O)N1CCN(C(=O)c2cccc(OC)c2OC)CC1,3,2,4,-2,-12,4,1.8,14,3,-0.1,-13
O=C(CN1CCN(c2ccccc2)CC1)Nc1ccc(F)cc1,2,21,7,5,1,-14,-0.1,-1,-1,-0.1,-44
CC1CCCN(S(=O)(=O)c2ccc(C(=O)Nc3nnc(-c4ccccn4)o3)cc2)C1 (stereo not drawn),1,28,9,4,-6,-7,0.1,16,2,0.3,18
O=C(c1ccc(Cl)cc1)N1CCc2ccccc21,5,-133,9,-5,-17,-30,-0.4,-77,-3,0.0,-28
CC1(C)Oc2ccc(C(=O)N3CCCCC3)cc2N(CC(=O)NCc2ccccc2)C1=O,3,5,9,0,-13,2,-1.3,15,12,0.1,-8
CCOC(=O)c1c(C)[nH]c(C(=O)CN2CC(C)OC(C)C2)c1C (stereo not drawn),1,-12,4,-2,10,10,-0.3,13,-9,0.0,8
CCN1C(=O)/C(=C/c2cn(-c3ccccc3)nc2-c2cccnc2)SC1=S,.,-6,-6,-1,17,-1,1.1,10,-14,-0.3,-37
COc1cccc(CNc2nccs2)c1O,0,-47,-10,8,2,-15,0.6,-30,-1,-0.2,-20
Cc1nc2ccccc2n1CC(=O)N/N=C\C=C\c1ccccc1,-4,11,-28,-4,15,10,-1.6,7,-4,0.6,-5
COC(=O)C(C)Oc1ccc2c(c1)O/C(=C\c1cccc(Br)c1)C2=O (stereo not drawn),0,-2,-11,-38,-1,-3,-0.6,-13,10,0.0,-18
Cc1ccc(N(CC(=O)NC(C)(C)C)C(=O)CS(=O)CC(=O)Nc2ccc(F)cc2)cc1 (stereo not drawn),2,15,4,2,-55,0,0.2,5,0,0.1,4
O=C1/C(=C/c2cccs2)SC(=S)N1CCCC(=O)N(CCO)c1ccccc1,2,21,-5,2,1,-3,-0.7,20,-3,0.1,-5
CC1=C(C(=O)N(C(C)C)C(C)C)CC(CC(=O)NCc2cccc3ccccc23)C(=O)N1Cc1ccc(F)cc1 (stereo not drawn),.,-6,-4,-27,9,.,-1.7,13,-3,-0.2,-4
N#Cc1c(SCC(=O)Nc2nccs2)nc2c(c1-c1ccco1)CCCC2,2,10,32,20,-8,-9,1.4,-1,-13,0.3,-21
CCCCN1C(=O)c2ccc(C(=O)Nc3cccnc3)cc2C1=O,-2,-13,2,-10,-28,-7,4.8,15,-6,0.0,2
COc1ccc(NC(=O)CN2C(=O)CC(C)(C)S(=O)(=O)c3ccccc32)cc1,2,-20,-21,9,-6,-10,0.0,-16,9,0.2,-10
S=c1[nH]nc2c3c4c(sc3ncn12)CCCC4,-4,7,4,-4,-2,-22,2.4,-3,3,0.7,-30
C=CCn1c(C(C)NC(=O)CC)nc2ccccc21 (stereo not drawn),4,-7,38,-8,8,2,-1.1,13,2,-0.1,10
C=CCn1c(SCC(=O)N(CCO)CCO)nc2sc3c(c2c1=O)CCC3,5,14,4,-19,5,-4,-0.1,-5,17,-0.1,-4
CC(C)S(=O)(=O)C1=NSC2=NC(=O)/C(=C\c3ccc(-c4cccc(C(=O)O)c4)o3)C(=N)N21,.,11,-10,11,-19,7,-0.7,-5,2,0.8,-16
CCCOc1ccc(CN2CCOCC2)cc1OC,1,1,-9,2,2,1,0.0,19,8,0.2,-14

Compound profiles, from the list above:
Shown for O=C(CN1CCN(c2ccccc2)CC1)Nc1ccc(F)cc1 = NR2E3 ag-1: 2; HIF-2a inh: 21; TWEAK Fn14 block: 7; CF NFkB block: 5; Shn3 3UTR inh: 1; MITF TRPM1 inh: -14; hiPSC survival: -0.1; Peg3 promoter: -1; KKLEB cytotox: -1; aDG glyco act: -0.1; NR2E3 ag-2: -44
Shown for Cc1ccc(N(CC(=O)NC(C)(C)C)C(=O)CS(=O)CC(=O)Nc2ccc(F)cc2)cc1 (stereo not drawn) = NR2E3 ag-1: 2; HIF-2a inh: 15; TWEAK Fn14 block: 4; CF NFkB block: 2; Shn3 3UTR inh: -55; MITF TRPM1 inh: 0; hiPSC survival: 0.2; Peg3 promoter: 5; KKLEB cytotox: 0; aDG glyco act: 0.1; NR2E3 ag-2: 4

Remaining list, next part
compound,NR2E3 ag-1,HIF-2a inh,TWEAK Fn14 block,CF NFkB block,Shn3 3UTR inh,MITF TRPM1 inh,hiPSC survival,Peg3 promoter,KKLEB cytotox,aDG glyco act,NR2E3 ag-2
O=C(NC(CSC(=O)c1ccccc1)C(=O)O)OCc1ccccc1 (stereo not drawn),.,1,17,-4,2,0,0.7,17,-12,-0.1,-10
CCNC(=O)c1cccc(NC(=O)CN2C(=O)NC3(CCCCC3)C2=O)c1,.,11,-4,-13,-9,3,-0.2,-2,7,-0.2,-14
O=C(CCN1C(=O)C2C3C=CC(C3)C2C1=O)Nc1c(F)cc(F)cc1Br (stereo not drawn),4,6,-3,1,12,5,0.7,11,5,-0.1,-16
COCC(=O)Nc1nnc(Cc2ccc(OC)c(OC)c2)s1,-3,9,1,4,-1,0,1.3,2,-2,0.2,-14
COc1ccc(N(CC(=O)NC(C)c2ccccc2)S(=O)(=O)c2ccc(C)cc2)cc1 (stereo not drawn),-1,1,6,18,3,11,-0.5,11,-6,0.0,2
CC(OC(=O)c1cccs1)C(=O)NCc1ccc2c(c1)OCO2 (stereo not drawn),3,8,-4,5,9,-16,0.7,6,4,-0.1,-17
O=C(COC(=O)/C=C/c1ccc(OC(F)F)cc1)Nc1ccc(S(=O)(=O)N2CCCC2)cc1,-2,10,8,-2,-13,2,-1.3,0,0,-0.1,-4
Cc1cc(NC(=O)COC(=O)C2=COCCO2)c([N+](=O)[O-])cc1C,3,-21,-28,0,3,-10,0.3,-42,-4,-0.2,-14

Screening data: PubChem BioAssay, several laboratories
